PP5 primary – PP5 (human) phosphatase inhibition; P53041; purified PP5c, OMFP substrate fluorescence; inhibition, % at 6.7 µM; 0.18% of 320,000 active;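 active means inhibition above the campaign's mean inhibition across all tested compounds plus 3 SD, cut at about 9.5% in these data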;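 further: 0% = DMSO only and 100% = 100 µM cantharidin control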
PREPL inh – inhibitors of human prolyl oligopeptidase-like enzyme PREPL | recombinant PREPL, fluorescence polarization activity-based probe | inhibition, % at 5.96 µM | 0.68% of 320,000 active | AID 2751; in the data active means inhibition above about 43%;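 further: 0% = enzyme with DMSO and 100% = wells lacking enzyme; many of its hits are not listed in these tables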
Target sequence (Q4J6C6 whole entry, looked up): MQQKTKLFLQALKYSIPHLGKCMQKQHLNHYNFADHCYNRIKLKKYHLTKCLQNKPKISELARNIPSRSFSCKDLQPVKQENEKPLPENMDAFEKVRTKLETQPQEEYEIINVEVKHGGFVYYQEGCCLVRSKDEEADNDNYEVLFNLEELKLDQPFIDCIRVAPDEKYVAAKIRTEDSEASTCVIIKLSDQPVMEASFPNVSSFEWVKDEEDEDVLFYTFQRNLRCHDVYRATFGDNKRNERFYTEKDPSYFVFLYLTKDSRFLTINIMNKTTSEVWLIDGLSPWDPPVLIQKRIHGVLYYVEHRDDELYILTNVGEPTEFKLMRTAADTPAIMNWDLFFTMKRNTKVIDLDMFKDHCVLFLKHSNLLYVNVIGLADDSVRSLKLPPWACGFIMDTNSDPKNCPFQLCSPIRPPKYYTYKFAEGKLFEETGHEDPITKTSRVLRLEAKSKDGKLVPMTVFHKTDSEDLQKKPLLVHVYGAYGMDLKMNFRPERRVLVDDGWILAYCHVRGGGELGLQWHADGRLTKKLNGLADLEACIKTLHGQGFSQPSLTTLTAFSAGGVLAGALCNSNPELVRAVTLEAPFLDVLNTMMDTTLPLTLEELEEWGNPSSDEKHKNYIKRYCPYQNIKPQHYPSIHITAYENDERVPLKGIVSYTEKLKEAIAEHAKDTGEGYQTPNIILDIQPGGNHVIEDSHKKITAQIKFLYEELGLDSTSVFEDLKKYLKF
LYPLA2 counter – LYPLA2 (human) inhibition in PME1 counter-screen; AID 2177; inhibition, % at 5.9 µM; O95372; 0.38% of 320,000 active; recombinant LYPLA2, FP-Rh probe fluorescence polarization;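 active means inhibition above the screen-wide mean plus 3 SD, limit set per campaign, cut at about 26% in these data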;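 further: 0% = LYPLA2 with DMSO and 100% = wells lacking LYPLA2 enzyme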
Target sequence (O95372 whole entry, looked up): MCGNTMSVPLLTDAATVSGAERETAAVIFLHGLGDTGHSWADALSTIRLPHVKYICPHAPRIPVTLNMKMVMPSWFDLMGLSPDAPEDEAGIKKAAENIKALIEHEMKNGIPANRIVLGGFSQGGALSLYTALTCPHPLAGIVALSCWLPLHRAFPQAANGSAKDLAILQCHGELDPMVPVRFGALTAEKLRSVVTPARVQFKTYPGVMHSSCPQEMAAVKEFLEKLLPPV
core dimer inh – blocks dimerization of HCV core protein. TR-FRET GST/Flag-core106 dimerization, 1536-well. inhibition, % at 5 µM. 0.33% of 300,000 active. AID 1899;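 active means inhibition above the mean of all tested compounds plus 3 SD, set per screening campaign, cut at about 45% in these data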
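Test system: GST/Flag-tagged HCV core106 proteins; Medium: KF-containing HEPES buffer, pH 7.45, DTT, CHAPS, BSA; Times: compound-protein-antibody incubation 4 h at 22.5 °C; Detection: TR-FRET 671 and 617 nm emission; Benchmarks: wells lacking GST-core106 and wells with excess unlabelled core106.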
Efflux pump mplx – antifungal efflux pump inhibition, Nile Red retention; S. cerevisiae Candida pump triplex; 0.44% of 330,000 active; inhibition, % at 10 µM;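 active means plate passing quality check with inhibition over a set limit, or well fluorescence over plate mean plus 4 SD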;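 further: Nile Red retained in pooled yeast measured as flow cytometry median fluorescence; 0% = buffer negative control and 100% = Enniatin B positive control; higher means more Nile Red kept so more efflux inhibition; some compounds called inactive have numbers as strong as hits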
JMJD2C inh – blocks human GASC-1 demethylase activity | Q9H3R0 | GST-JMJD2C(1-420) H3K9me3 demethylation, DELFIA europium | inhibition, % at 2.35 µM | 0.069% of 330,000 active | AID 2099;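 active means more than half of a compound's replicate wells show inhibition beyond 50%, single wells judged on their own value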;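 further: signal counts dimethyl H3K9 product captured on neutravidin plate; 0% = median of DMSO wells and 100% = 0.3 times that DMSO median; strong numbers were not always called active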
TPT1 inhibitor – blocks Candida albicans tRNA 2'-phosphotransferase; AID 1962; recombinant caTPT1, FP RNA substrate dephosphorylation; inhibition, % at 5 µM; 0.81% of 300,000 active;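 active means inhibition above the mean of all tested compounds plus 3 SD, set per screening campaign, cut at about 24% in these data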;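 further: plate controls were DMSO alone for no effect and ferristatin control at 100 nM for full effect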
CTSL1 counter – counter-screen for PFM18AAP inhibitors: inhibitors of F. hepatica cathepsin L1 | recombinant F. hepatica cathepsin L1, Z-Leu-Arg-MCA fluorescence | inhibition, % at 5.96 µM | 0.49% of 300,000 active;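 active means inhibition above the mean of all tested compounds plus 3 SD, set per screening campaign, cut at about 17% in these data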;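 further: 0% = plate median of test compound wells and 100% = 1 µM Z-Phe-Ala-diazomethylketone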
PP1 counter – blocks human PP1-alpha phosphatase, a PP5 counter-screen; inhibition, % at 6.7 µM; AID 2235; 0.9% of 320,000 active; purified PP1alpha, OMFP fluorescence;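 active means inhibition above the mean inhibition of all tested compounds plus 3 SD, computed separately for each screening campaign, cut at about 15% in these data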
An asterisk follows results filed as active; · = no result given; & = joins results of further samples.

Value order – PP5 primary, PREPL inh, LYPLA2 counter, core dimer inh, Efflux pump mplx, JMJD2C inh, TPT1 inhibitor, CTSL1 counter, PP1 counter
- Cn1c(N)c(C(=O)COC(=O)c2cccc(S(=O)(=O)N3CCCCC3)c2)c(=O)n(C)c1=O
→ -2.5, 13.8, -1.8, 0.6, 0.2, -15.5, 1.1, 0.3, -3.5
- CCOc1ccc(C2C(C(=O)c3ccco3)=C(O)C(=O)N2CCN2CCOCC2)cc1 (stereo not given)
→ -1.5, 4.8, -1.8, 11.8, -0.2, -4.4, 2.0, -1.6, 2.0
- O=C(COC(=O)c1cccc(S(=O)(=O)N2CCCC2)c1)Nc1ccccc1
→ 0.4, 5.4, -0.3, 0.8, -0.2, -17.4, -5.1, -10.4, 0.7
- Cn1c(CN2CCN(CCO)CC2)c(C#N)c2ccccc21
→ 1.1, -47.0, 4.2, 2.8, 0.0, -22.7, 0.8, -0.1, 2.6
- CCN1CC=C2C(C#N)=C(N)C(C#N)(C#N)[C@H](c3cccc(OC)c3OC)[C@H]2C1
→ -2.2, 18.2, 5.0, -3.7, 0.4, 11.7&-5.6, -34.2, 5.3, -2.6
- Cc1ccc(Oc2nnc(-c3ccccc3)c3ccccc23)cc1
→ 1.3, 10.4, -0.1, -0.7, -0.1, -17.5, -5.1, 6.0, 1.8
- CCOC(=O)c1nnn(-c2nonc2N)c1COc1ccc(F)cc1
→ 1.9, -36.1, 6.7, 0.4, 0.0, -2.2, 0.1, 1.1, 0.5
- COc1ccc(CCn2c(N)c(C#N)c3nc4ccccc4nc32)cc1OC
→ -2.5, 11.0, 6.2, 2.1, 0.1, 3.2, 17.4, 3.1, -2.1
- CCOc1ccc(C(=O)Nc2ccc3nc(N4CCN(CC)CC4)cc(C)c3c2)cc1
→ 4.0, 27.8, 3.7, -1.0, 0.1, -23.6, 1.0, 2.5, 1.3
- COc1cccc(C(=O)Nc2ccc(NC(=O)C3CC3)nc2)c1
→ -2.0, 14.2, -6.0, -11.7, 0.2, -1.3, 1.1, 5.9, -5.7
- O=C(NCC(=O)N1CCC2(CC1)NCCc1[nH]cnc12)c1ccc(F)cc1
→ -1.5, -1.9, 3.7, 1.4, 0.0, 2.0, -4.0, 3.1, 0.9
- COc1ccc(CN2CCNC(=O)C2CC(=O)NC2CCCCCCC2)cc1C (stereo not given)
→ -0.1, 7.3, 0.0, 3.9, -0.1, -0.5, -1.2, 1.6, 2.9
- O=C(O)C1=C[C@H](c2ccc(F)cc2)C[C@H](OCCCCO)O1
→ 1.4, -0.1, -5.2, 16.2, 0.0, -0.8, 1.3, -0.6, -1.1
- Nc1c(C(=O)NCc2ccccc2)nnn1Cc1ccc(F)cc1
→ 1.6, 8.0, -8.2, -2.3, -0.2, 1.1, -0.7, 1.6, -3.9
- O=C(Nc1ncc2c(n1)-c1ccccc1CC2)C1CC1
→ 2.5, -1.1, -0.6, 3.6, -0.1, 18.4, -2.4, -4.2, -1.9
- Cc1ccc(S(=O)(=O)N2CCN(C(=O)CN3C(=O)c4ccc([N+](=O)[O-])cc4C3=O)CC2)c(C)c1
→ -3.5, -2.3, -1.2, 6.8, 0.1, 8.1, 0.9, 0.2, -1.2
- Nc1sc(-c2ccccc2)cc1-c1n[nH]c(=S)n1C1CCCCC1
→ 4.9, 16.7, 13.4, -6.5, 0.1, -1.6, -0.2, 0.4, 1.8
- COc1ccc2c(c1)C(=O)[C@@H](O)[C@H](c1ccc(OC)c(Br)c1)O2
→ 1.7, 15.5, 70.2*, 3.8, -0.1, -22.1, 2.4, 2.0, 3.0
- Cc1ccc(C2=NN(S(C)(=O)=O)C(c3cccs3)C2)cc1 (stereo not given)
→ 3.2, -14.7, 0.1, 2.3, 0.2, 6.2, -1.0, 0.8, -1.9
- CC1CCCCC1NC(=O)NC(=O)COC(=O)C1=NN(c2ccccc2)C(=O)CC1 (stereo not given)
→ -1.1, 14.2, 3.5, ·, 0.0, ·, ·, ·, -2.1
- CCCCc1ccc(NC(=O)N[C@@H](CC(C)C)C(=O)O)cc1
→ -0.3, -3.7, 5.5, 1.8, -0.1, 1.2, 1.7, 3.7, 1.1
- Cc1ccc(-n2c(SCC(N)=O)nc3c(oc4ccccc43)c2=O)cc1
→ -2.5, 20.4, 1.6, 3.5, 0.0, 4.2, -2.5, 1.0, 1.3
- O=C1C2C3C=CC(CNS(=O)(=O)c4ccccc4)(O3)C2C(=O)N1c1ccc(Cl)cc1 (stereo not given)
→ 2.4, -47.9, 8.7, -1.9, 0.4, 2.7, 0.5, -1.9, 1.1
- COC(=O)Cn1c(=NC(=O)c2ccc([N+](=O)[O-])s2)sc2cc(Br)ccc21
→ 1.6, 5.4, 2.8, 12.9, 0.8, -3.0, 2.2, 1.5, -0.4
- Cc1ccc(CN2CCc3c(OCC(=O)Nc4cccc(C)c4C)cccc3C2=O)cc1
→ 1.3, 2.4, 0.5, 6.5, -0.1, -2.4, -1.4, 7.4, 0.0
- Cc1cc(C)c2nc(NC(=O)c3ccc4c(c3)OCO4)sc2c1
→ 0.0, 1.5, 2.5, -23.8, 0.0, 2.0, -0.7, -2.2, -4.3
- Fc1ccc(CN2CCCN(C(=S)Nc3ccc(F)cc3)CC2)cc1
→ 2.0, -4.3, 0.6, 2.2, 0.0, -1.0, -5.3, 0.1, -2.2
- COc1ccc(C(=O)N2CCN(C(=O)c3ccc(-c4ccccc4)cc3)CC2)cc1OC
→ 1.3, 13.6, -0.8, 4.5, 0.1, -12.0, -0.2, -2.0, -3.5
- CS/C(N)=N/N=C/c1ccc([N+](=O)[O-])cc1
→ 0.6, 1.1, 5.0, 1.2, 0.0, 0.4, 0.1, 2.4, -2.6
- COc1ccc(S(=O)(=O)O)cc1P(=O)(c1ccccc1)c1ccccc1
→ 1.9, -1.6, 6.1, 1.4, 0.0, -28.4, -2.9, -4.8, -1.5
- CCO[C@H]1OC(C(=O)N2CCN(Cc3ccc4c(c3)OCO4)CC2)=C[C@@H](c2cn(C(C)=O)c3ccccc23)[C@@H]1CCCO
→ 1.6, 16.4, 7.5, -6.2, 0.0, -3.9, 0.1, 1.2, -1.3
- CN1CCc2nc(SCC(=O)Nc3ccc(F)cc3)c(C#N)cc2C1
→ 0.5, 1.3, 5.4, 5.9, 0.0, 7.9, -4.2, -2.6, 14.7
- COC(=O)CCCC1=CC2=C(c3ccccc3)C(=O)C(C)(OC(=O)C3CCCC3)C(=O)C2=CN1C1CCCC1 (stereo not given)
→ 0.3, 13.5, 1.8, 6.9, 0.2, -10.7, -3.0, 5.6, 1.3
- COc1ccc(NC(=O)c2ccccc2)cc1
→ 0.7, 32.3, 4.1, ·, -0.2, -1.2, ·, ·, 4.1
- CCCCNC(=O)Nc1cc(C(=O)OC)ccc1C
→ -2.1, 4.6, 7.6, -3.0, -0.1, -1.5, 3.0, 1.2, -2.7
- CC(C)COc1ccc(-c2nnc(-c3ccco3)o2)cc1
→ 1.9, -16.3, -1.9, 0.6, 0.2, 5.6, -0.6, 4.0, 3.0
- O=c1ccc(-c2ccc(S(=O)(=O)NCc3cccc(Br)c3)s2)n[nH]1
→ 1.5, -18.5, -10.8, 8.2, 0.1, 40.4, -1.8, -0.8, -0.6
- CC1CC(C)(C)NC(=S)N1CCC(=O)NCc1ccc(F)cc1 (stereo not given)
→ 0.2, 3.6, 3.0, -4.8, 0.1, 7.6, -0.3, 1.9, -2.5
- NS(=O)(=O)c1cc(C(=O)Nc2ccc3c(c2)CCC3)ccc1Cl
→ 1.3, -7.6, -12.9, 7.1, 0.3, -4.1, -0.8, 1.4, -1.2
- O=C(Cn1nc(Cl)nc1Cl)c1cc2ccccc2oc1=O
→ -2.5, -2.0, 4.2, 5.2, -0.1, -14.6, 1.5, 4.0, -3.7

Given as a markdown table: entries from further up
| SMILES | PP5 primary | PREPL inh | LYPLA2 counter | core dimer inh | Efflux pump mplx | JMJD2C inh | TPT1 inhibitor | CTSL1 counter | PP1 counter |
| --- | --- | --- | --- | --- | --- | --- | --- | --- | --- |
| O=C(Nc1ncc2c(n1)-c1ccccc1CC2)C1CC1 | 2.5 | -1.1 | -0.6 | 3.6 | -0.1 | 18.4 | -2.4 | -4.2 | -1.9 |
| Cc1ccc(S(=O)(=O)N2CCN(C(=O)CN3C(=O)c4ccc([N+](=O)[O-])cc4C3=O)CC2)c(C)c1 | -3.5 | -2.3 | -1.2 | 6.8 | 0.1 | 8.1 | 0.9 | 0.2 | -1.2 |

Next entries
Value order – PP5 primary, PREPL inh, LYPLA2 counter, core dimer inh, Efflux pump mplx, JMJD2C inh, TPT1 inhibitor, CTSL1 counter, PP1 counter
- Cc1cc(NC(=O)c2ccc3c(c2)OCO3)ccc1NC(=O)c1ccccc1
→ -1.1, -1.7, -3.4, -2.5, -0.1, -1.4, -7.5, -1.0, -2.1
- CCN1C(=O)c2cccc3c(S(=O)(=O)Nc4ccccn4)ccc1c23
→ -0.3, -9.8, -3.8, -4.6, 0.1, 18.4, -0.4, 0.1, -3.5
- Cc1ccc(/C=N/NC(=O)c2cccs2)cc1[N+](=O)[O-]
→ 3.2, 10.7, 1.1, -10.9, 0.2, 14.6, -2.7, 8.5, -2.4
- N#Cc1ccc(CSc2nnc(COc3ccccc3)n2-c2ccccc2)cc1
→ 4.5, 24.6, -4.0, 4.4, -0.1, -5.5, -0.9, -1.8, 2.6
- COc1ccc(C(=O)CC2(C(=O)O)CCCCC2)cc1
→ -0.7, -6.3, -6.9, 4.2, 0.0, -2.5, 1.9, 0.7, -2.8
- COC(=O)C1CCN(CC(=O)Nc2ccccc2Sc2ccccc2)CC1
→ 1.8, -28.6, 13.1, 5.1, 0.1, 0.2, -1.8, 2.0, 1.1
- N#Cc1cn(CC(=O)NCC2CCCO2)c2ccccc12 (stereo not given)
→ -0.3, 4.9, 2.6, -4.3, 0.0, 5.2, 1.4, -0.1, -2.0
- O=C(CSc1nc(=O)n2cc(Cl)ccc2n1)Nc1ccc2c(c1)OCO2
→ -1.1, 1.7, -3.6, 9.8, 0.0, -8.9, 12.6, -1.5, -4.7
- CCNC(=S)N(CCc1ccc(S(N)(=O)=O)cc1)C1CC(=O)N(c2ccccc2)C1=O (stereo not given)
→ 2.2, 0.7, -2.5, -4.5, 0.0, -8.3, -3.5, -1.3, 0.8
- COC(=O)CCCC(=O)N1CCC(CO)(CCc2ccccc2)CC1
→ 2.1, 4.3, 1.6, 10.5, -0.1, -7.7, -2.8, 0.8, -1.9
- Cc1nn(C)c(C)c1S(=O)(=O)N(CC(=O)NC1CCCCCC1)c1ccc(C(C)C)cc1
→ 2.3, 1.9, 3.5, -0.8, 0.1, -23.0, -1.1, 1.8, 0.6
- CCSc1nnc([C@H](C)NC(=O)OC(C)(C)C)o1
→ -2.1, -2.2, 3.3, 1.0, 0.0, -2.8, -3.2, 0.0, -0.1

Assay outcomes as filed in PubChem BioAssay.

A portion of the library. The share of hits here may be higher or lower than overall.
